Screening results as filed in PubChem BioAssay.
Tb PYK inh = inhibitors of Trypanosoma brucei pyruvate kinase; TbPYK enzyme, Kinase-Glo Plus ATP luminescence, 45 min; Potency, µM (top dose mostly 76.8 µM), for the others: at the highest dose activity, negative = inhibition, usual class: inhibitors; 410,000 tested, 0.12% active; Q57TT1; further: potency means the concentration at half of the fitted maximal effect; on the % scale 0 is the no-effect control and ±100 the full control effect; nearly all actives have a fitted effect of over 50% in size
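Assay buffer: 50 mM TEA pH 7.2, 100 mM KCl, 10 mM MgCl2, 0.05% BSA, 0.01% Tween-20. Pyruvate kinase from T. brucei plus substrate met compound, then ADP (130 uM final). Luminescence was read post 45 min RT.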
Pf growth 48h = P. falciparum growth inhibition at 48 hours (one generation). Potency, µM (titrated, usually from 28.7 µM), for inactives: at the highest dose activity change, negative = inhibition, usual class: inhibitors. 310,000 tested, 5.9% active. P. falciparum luciferase growth in erythrocytes, 48 h. AID 504832; further: potency means the concentration at half of the fitted maximal effect; on the % scale 0 is the no-effect control and ±100 the full control effect
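Growth was read as firefly luciferase luminescence after a 48 h, 37 C, 5% CO2 exposure of compounds to reporter-bearing P. falciparum cultures (0.1% parasitemia, 2% hematocrit final) in Albumax-supplemented RPMI 1640.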
LmPK inhibitor = blocks Leishmania mexicana pyruvate kinase activity. AID 1721. Potency, µM (series often up to 57.5 µM), without a hit: top-dose activity change, negative = inhibition, most hits filed as inhibitors. Q27686. purified LmPK, Kinase-Glo ATP luminescence, 1 h. 290,000 tested, 0.37% active; further: potency means the concentration at half of the fitted maximal effect; on the % scale 0 is the no-effect control and ±100 the full control effect
Target sequence (Q27686 whole entry, looked up): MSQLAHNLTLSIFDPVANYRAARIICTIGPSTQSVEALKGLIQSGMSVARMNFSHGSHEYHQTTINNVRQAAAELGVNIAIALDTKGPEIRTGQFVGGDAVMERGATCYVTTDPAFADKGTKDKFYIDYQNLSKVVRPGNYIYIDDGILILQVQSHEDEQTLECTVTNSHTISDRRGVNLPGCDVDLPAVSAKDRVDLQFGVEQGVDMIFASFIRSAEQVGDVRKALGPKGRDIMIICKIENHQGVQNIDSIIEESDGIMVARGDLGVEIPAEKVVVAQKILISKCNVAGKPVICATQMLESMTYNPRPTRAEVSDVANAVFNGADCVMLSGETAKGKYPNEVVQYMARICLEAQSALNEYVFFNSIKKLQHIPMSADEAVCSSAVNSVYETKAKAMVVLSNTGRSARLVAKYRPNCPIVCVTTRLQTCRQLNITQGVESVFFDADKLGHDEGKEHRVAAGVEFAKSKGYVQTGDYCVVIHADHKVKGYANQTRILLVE
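Kinase-Glo luminescence read after 1 h RT reaction of 0.1 nM LmPK with 0.5 mM PEP and 0.1 mM ADP. Activity scaled between uninhibited and enzyme-free controls.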
Shiga toxin inh = inhibitors of Shiga toxin in Vero cells; Vero cells, Shiga toxin protein synthesis inhibition reporter; inhibition, % at 38.7 µM; 290,000 tested, 9.2% active; AID 2315; in the data active means inhibition mostly above about 28%, no sharp cut-off; inactive means mostly below about 43%; further: 0% is about no effect
CHX counter = affects cycloheximide protein synthesis inhibition readout, counter-screen. cell reporter, cycloheximide protein synthesis inhibition counterscreen. max response, %. 300,000 tested, 12% active. AID 2314; in the data active means max response mostly above about 13%, no sharp cut-off; inactive means mostly below about 14%; further: read at 38.3 µM for the half of the compounds with a filed dose; 0% is about no effect
Pf growth 96h = P. falciparum growth inhibition at 96 hours | P. falciparum luciferase reporter growth, 96 h | Potency, µM (highest dose often 28.7 µM), for inactives: at the top dose activity change, negative = inhibition, hits mostly inhibitors | 320,000 tested, 6.9% active | AID 504834; further: potency means the concentration at half of the fitted maximal effect; on the % scale 0 is the no-effect control and ±100 the full control effect
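Readout is luminescence from an integrated firefly luciferase in P. falciparum. Red cells, 2% hematocrit and 0.05% parasitemia final, were cultured with compound through two parasite generations (96 hours) at 37 C, 5% CO2.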
AmpC no deterg = AmpC beta-lactamase inhibition without detergent; AmpC nitrocefin hydrolysis, absorbance 480 nm, 0.0001% Triton; Potency, µM (titrated, usually from 57.1 µM), for the others: top-dose activity change, negative = inhibition, actives largely listed as inhibitors; 330,000 tested, 0.52% active; AID 485341;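 further: potency means the concentration at half of the fitted maximal effect; plate controls were no compound for no effect and no enzyme for full effect; nearly all actives have a fitted effect of over 20% in size; some results filed as inactive show a strong effect at the top dose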
Target sequence (P00811 whole entry, looked up): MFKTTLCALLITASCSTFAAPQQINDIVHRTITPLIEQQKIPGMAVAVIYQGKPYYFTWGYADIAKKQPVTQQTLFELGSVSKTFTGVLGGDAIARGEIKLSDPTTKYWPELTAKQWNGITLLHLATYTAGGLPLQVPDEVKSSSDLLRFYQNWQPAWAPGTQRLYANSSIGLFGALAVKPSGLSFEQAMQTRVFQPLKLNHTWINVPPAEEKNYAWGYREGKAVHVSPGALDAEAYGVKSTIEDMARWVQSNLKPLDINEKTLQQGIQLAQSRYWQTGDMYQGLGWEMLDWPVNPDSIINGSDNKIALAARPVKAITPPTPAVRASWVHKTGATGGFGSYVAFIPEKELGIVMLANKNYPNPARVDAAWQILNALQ
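AmpC (5.3 nM in the dispensed reagent) in 20 mM phosphate pH 7.0 with 0.01% (detergent screen) or 0.0001% Triton X-100 was preincubated with compounds for 15 min at room temperature. Nitrocefin was then added from an 800 uM solution, and hydrolysis was followed at 480 nm.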
An asterisk follows results filed as active; & = joins results of further samples; [ ] = remark or other dose. Unless noted, the call rests on the fitted dose curve; in most records, active means well fitted curve in the direction sought with a large enough effect; inconclusive means small, poorly fitted or top-dose-only effect, or another doubt; inactive means no such curve, though single readings can be large; an effect the other way counts as inactive or inconclusive.

Cc1ccc(OC(=O)c2cccc(S(=O)(=O)N3CCN(C)CC3)c2)c(Br)c1 was read as Tb PYK inh -6%, Pf growth 48h 14%, LmPK inhibitor -4%, Shiga toxin inh -14, CHX counter -2, Pf growth 96h 27% and AmpC no deterg 169%[activator].
O=C(NCc1ccccc1)C1CCCN(c2ncnc3c2nc2n3CCCCC2)C1 (stereo not drawn) was read as Tb PYK inh -5%, Pf growth 48h inconclusive, LmPK inhibitor 2%, Shiga toxin inh -9, CHX counter -3, Pf growth 96h 4% and AmpC no deterg 90%[activator].
For CCOC(=O)N1CCN(CCC(=O)Nc2cccc(Br)c2)CC1 the results were Tb PYK inh -4%&-4%, Pf growth 48h 12%, LmPK inhibitor 1%&-1%, Shiga toxin inh 17&-4, CHX counter -2&0, Pf growth 96h -15%&-28% and AmpC no deterg 45%&51%.
Screening CC1CC(C)(C)NC(=S)N1CCCC(=O)Nc1ccc(Br)cc1 (stereo not drawn) returned Tb PYK inh 0%, Pf growth 48h -17%, LmPK inhibitor 4%, Shiga toxin inh -19, CHX counter 11, Pf growth 96h 3% and AmpC no deterg -3%.
For CCOc1ccc(/C=N/NC(=O)Nc2ccccc2)cc1 the results were Tb PYK inh 0%, Pf growth 48h 184%[activator], LmPK inhibitor -1%, Shiga toxin inh 69*, CHX counter 41*, Pf growth 96h 186%[activator] and AmpC no deterg -4%.
Screening Cc1cccc(C)c1N=Nc1c(C)cc(O)cc1C returned Tb PYK inh -5%, Pf growth 48h -16%, LmPK inhibitor -15%, Shiga toxin inh 9, CHX counter -3, Pf growth 96h inconclusive and AmpC no deterg -34%.
O=C(/C=N/O)Nc1ccc2sc3ccccc3c2c1 was read as Tb PYK inh 0%, Pf growth 48h 37%[activator], LmPK inhibitor 1%, Shiga toxin inh 71*, CHX counter 54*, Pf growth 96h 3% and AmpC no deterg -35%.
For CC(/C=N/n1c(-c2ccc(Cl)cc2)n[nH]c1=S)=C\c1ccco1 the results were Tb PYK inh inconclusive, Pf growth 48h 7%, LmPK inhibitor 3%, Shiga toxin inh -2, CHX counter 6, Pf growth 96h -9% and AmpC no deterg -28%.
`COc1cc(C)c(Cl)c(C)c1S(=O)(=O)NC1CC(C)(C)NC(C)(C)C1` gave Tb PYK inh 1%, Pf growth 48h inconclusive, LmPK inhibitor 8%, Shiga toxin inh -9, CHX counter -6, Pf growth 96h 16% and AmpC no deterg 21%.
Screening O=C(O)c1ccc(Cl)c(S(=O)(=O)NCC2CCCO2)c1 (stereo not drawn) returned Tb PYK inh -1%, LmPK inhibitor 3%, Shiga toxin inh -22, CHX counter -3, Pf growth 96h inconclusive and AmpC no deterg 5%.
Screening CC(=O)C1=C(O)C(=O)N(c2ccc(Br)cn2)C1c1ccc(F)cc1 (stereo not drawn) returned Tb PYK inh 6%, Pf growth 48h 66%[activator], LmPK inhibitor 1%, Shiga toxin inh 75*, CHX counter 38*, Pf growth 96h 16% and AmpC no deterg -12%.
For CSc1nc2cc(Cl)ccc2s1 the results were Tb PYK inh 2%, Pf growth 48h 7%, LmPK inhibitor -9%, Shiga toxin inh 24, CHX counter -2 and AmpC no deterg -20%.
For CCCCn1c(N)c(N(CC(C)C)C(=O)C2=COCCO2)c(=O)[nH]c1=O the results were Tb PYK inh 2%, Pf growth 48h -2%, Pf growth 96h -5% and AmpC no deterg 4%.
O=C(Nc1ccc2c(c1)OCO2)c1ccc2nc[nH]c2c1 was read as Tb PYK inh 0%, LmPK inhibitor -26%, Shiga toxin inh 68*, CHX counter 52*, Pf growth 96h 40%[activator] and AmpC no deterg -25%.
`CC(=O)Nc1ccc(S(=O)(=O)NCCC(=O)OCC(=O)c2cc(C)ccc2C)cc1` gave Tb PYK inh -1%, Pf growth 48h -13%, Pf growth 96h 18% and AmpC no deterg -19%.
For O=C(CN1CCN(Cc2ccccc2)CC1)Nc1ccccc1-c1ccccc1 the results were Tb PYK inh 7%, Pf growth 48h inconclusive, LmPK inhibitor 0%, Shiga toxin inh -15, CHX counter -5, Pf growth 96h 5% and AmpC no deterg 241%[activator].
For CCNC(=S)N1CCc2cc(OC)c(OC)cc2C1COc1ccc(F)cc1 (stereo not drawn) the results were Tb PYK inh 1%, Pf growth 48h inconclusive, LmPK inhibitor 0%, Shiga toxin inh -15, CHX counter 7, Pf growth 96h 8.3µM* and AmpC no deterg 57%.
Screening COc1cccc(/C=N/NC(=O)c2cc3cc([N+](=O)[O-])ccc3s2)c1O returned Tb PYK inh -2%, Pf growth 48h 4.1µM*, LmPK inhibitor -9%, Shiga toxin inh -11, CHX counter 1, Pf growth 96h inconclusive and AmpC no deterg -20%.
COc1cc(S(=O)(=O)NCCOC23CC4CC(CC(C4)C2)C3)c(OC)cc1Cl was read as Tb PYK inh 2%, Pf growth 48h inconclusive, LmPK inhibitor 2%, Shiga toxin inh 9, CHX counter 1, Pf growth 96h 105% and AmpC no deterg 8%.
Screening O=C(Oc1ccc(Cl)cc1)c1ccc2nccnc2c1 returned Tb PYK inh 1%, LmPK inhibitor 5%, Shiga toxin inh -9, CHX counter -2, Pf growth 96h 34%[activator] and AmpC no deterg -10%.

The final two entries of the part above are carried over, then new ones follow:
COc1cc(S(=O)(=O)NCCOC23CC4CC(CC(C4)C2)C3)c(OC)cc1Cl was read as Tb PYK inh 2%, Pf growth 48h inconclusive, LmPK inhibitor 2%, Shiga toxin inh 9, CHX counter 1, Pf growth 96h 105% and AmpC no deterg 8%.
Screening O=C(Oc1ccc(Cl)cc1)c1ccc2nccnc2c1 returned Tb PYK inh 1%, LmPK inhibitor 5%, Shiga toxin inh -9, CHX counter -2, Pf growth 96h 34%[activator] and AmpC no deterg -10%.
`CC(=O)N1CCN(c2ccc(NC(=S)NC(=O)c3ccccc3)cc2)CC1` gave Tb PYK inh 3%, Pf growth 48h -5%, LmPK inhibitor 4%, Shiga toxin inh -2, CHX counter -3, Pf growth 96h inconclusive and AmpC no deterg -20%.
Screening Cc1nc2ccccc2cc1C(=O)N/N=C/c1cccc([N+](=O)[O-])c1 returned Tb PYK inh 0%, Pf growth 48h 8%, LmPK inhibitor 0%, Shiga toxin inh -3, CHX counter -2, Pf growth 96h 22% and AmpC no deterg -35%.
For O=C(c1ccccc1F)N1CCC(N2CCCCCC2)CC1 the results were Tb PYK inh 13%, Pf growth 48h 23%, LmPK inhibitor -11%, Shiga toxin inh -6, CHX counter 0, Pf growth 96h -17% and AmpC no deterg -4%.
For O=C(NCCN1CCN(c2ccccc2)CC1)Nc1ccccc1Cl the results were Tb PYK inh -5%, Pf growth 48h 2%[0.00184 µM], LmPK inhibitor 4%, Shiga toxin inh -7, CHX counter -4, Pf growth 96h inconclusive and AmpC no deterg -18%.
Screening C=CCNC(=S)Nc1nc2c(cc1C(=O)OCC)CCCC2 returned Tb PYK inh -12%, Pf growth 48h 60%[activator], LmPK inhibitor -17%, Shiga toxin inh -3, CHX counter 2, Pf growth 96h 20% and AmpC no deterg -15%.
COc1ccc(C(=O)Nc2ccc3[nH]ncc3c2)cc1 was read as Tb PYK inh 0%, Pf growth 48h 158%[activator], LmPK inhibitor -5%, Shiga toxin inh 53*, CHX counter 19*, Pf growth 96h 133%[activator] and AmpC no deterg -15%.
For COc1ccc(S(=O)(=O)N(CC(=O)NCC2CCCO2)c2ccc(Cl)cc2)cc1 (stereo not drawn) the results were Tb PYK inh 0%, Pf growth 48h -4%, LmPK inhibitor -2%, Shiga toxin inh -12, CHX counter -1, Pf growth 96h 8% and AmpC no deterg 72%[activator].
Screening Cc1cccc(C)c1NC(=O)NC1(C(=O)N2CCCCC2)CCCCC1 returned Tb PYK inh -1%, Pf growth 48h -35%, LmPK inhibitor -2%, Shiga toxin inh -3, CHX counter -4, Pf growth 96h -7% and AmpC no deterg -8%.
O=C(CSc1nc2[nH]ncc2c(=O)[nH]1)Nc1nccs1 was read as Pf growth 48h 15%, LmPK inhibitor 4%, Shiga toxin inh 19, CHX counter -1, Pf growth 96h 36%[activator] and AmpC no deterg -7%.
COc1ccc(N=C2S/C(=C\c3ccc(C)o3)C(=O)N2CC(C)C)cc1 was read as Tb PYK inh -3%, LmPK inhibitor 10%, Shiga toxin inh -3, CHX counter 8, Pf growth 96h 3.3µM* and AmpC no deterg -34%.
Screening C=CCOC(=O)C1=C(C)NC(=O)NC1c1ccc(O)cc1 (stereo not drawn) returned Tb PYK inh -19%, Pf growth 48h -1%, LmPK inhibitor -6%, Shiga toxin inh 4, CHX counter -2, Pf growth 96h -94% and AmpC no deterg -8%.
Screening CCCOc1ccc(N2C(=O)CC(N3CC=C(c4ccccc4)CC3)C2=O)cc1 (stereo not drawn) returned Tb PYK inh -7%, Pf growth 48h -11%, LmPK inhibitor 1%, Shiga toxin inh -5, CHX counter 15, Pf growth 96h 14% and AmpC no deterg -7%[2.29 µM].
For Cc1oc(C(C)(C)C)cc1C(=O)Nc1cccc(C(=O)O)c1 the results were Tb PYK inh -12%, Pf growth 48h 82%[activator], LmPK inhibitor 0%, Shiga toxin inh 80*, CHX counter 37* and AmpC no deterg -29%.
`Cn1c(N2CCOCC2)c(/C=N/O)c2ccccc21` gave Tb PYK inh 2%, Pf growth 48h 6%, LmPK inhibitor 0%, Shiga toxin inh -5, CHX counter 10, Pf growth 96h 0% and AmpC no deterg -4%.
`O=C(O)c1cc(S(=O)(=O)Nc2ccc(OCc3ccccc3)cc2)ccc1Br` gave Tb PYK inh -5%, Pf growth 48h 21%, LmPK inhibitor -5%, Shiga toxin inh 40*, CHX counter 10, Pf growth 96h 41%[activator] and AmpC no deterg inconclusive.
Screening N#CC1(NC(=O)COC(=O)c2ncc(Cl)c(Cl)c2Cl)CCCCC1 returned Tb PYK inh -4%, Pf growth 48h 20%, Pf growth 96h inconclusive and AmpC no deterg -3%.
O=C(NCCc1ccccn1)c1cccc(S(=O)(=O)N2CCCCCC2)c1 was read as Tb PYK inh -3%, Pf growth 48h inconclusive, LmPK inhibitor 4%, Shiga toxin inh -2, CHX counter 7 and Pf growth 96h inconclusive.
For Cc1ccc(-n2c(-c3ccc(Cl)cc3Cl)n[nH]c2=S)cc1 the results were Tb PYK inh inconclusive, Pf growth 48h -10%, LmPK inhibitor inconclusive, Shiga toxin inh -7, CHX counter -5, Pf growth 96h -94% and AmpC no deterg -26%.
NS(=O)(=O)c1ccc(NC(=O)c2cc(-c3cccs3)nc3ccccc23)cc1 was read as Tb PYK inh -5%&-9%, Pf growth 48h 26%, LmPK inhibitor 2%, Shiga toxin inh -18, CHX counter -3, Pf growth 96h 0.41µM* and AmpC no deterg -18%.
O=C(Nc1nnc(-c2ccc(Cl)cc2)o1)c1ccc(N2C(=O)CCC2=O)cc1 was read as Tb PYK inh -6%, Pf growth 48h 21%, LmPK inhibitor 1%, Shiga toxin inh 13, CHX counter 1, Pf growth 96h -15% and AmpC no deterg -23%.
Screening COc1ccc(CCNCC(C)c2ccccc2)cc1 (stereo not drawn) returned Tb PYK inh 2%, Pf growth 48h 18%, LmPK inhibitor 3%, Shiga toxin inh -6, CHX counter -3, Pf growth 96h 18% and AmpC no deterg -23%.
